# V-ATPase pH: alters yeast V-ATPase proton transport; 350,000 compounds, 0.37% hits; S. cerevisiae, pHLuorin cytosolic pH fluorescence; response, % at 10 µM; AID 504577; in the data active = response mostly above about 7.3%, no sharp cut-off; inactive = mostly below about 5.4%; also: actives read high; inactives centre near 0; some compounds called inactive have numbers as strong as hits; reference of the scale not given here
# HTR5A inv ag: counter-screen for OPRM1-OPRD1 inverse agonists: human HTR5A inverse agonism; HTR5A cell line, luminescence; inhibition, % at 9.3 µM; 340,000 compounds, 0.083% hits; in the data active = inhibition mostly above about 23%, no sharp cut-off; inactive = mostly below about 18%;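 also: 0% = cells with DMSO and 100% = no-cell wells with DMSO; some compounds called inactive have numbers as strong as hits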
# HTR5A ag ctr: counter-screen for OPRM1-OPRD1 agonists: human HTR5A agonism. P47898. HTR5A agonist assay, luminescence, cell-based. activation, % at 9.3 µM. 340,000 compounds, 0.61% hits; in the data active = activation mostly above about 9.5%, no sharp cut-off; inactive = mostly below about 7.6%;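 also: 0% = cells with vehicle only and 100% = reference agonist; strong numbers were not always called active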
# RTF Ca sens inh: cardiac RTF calcium desensitization. inhibition, % at 7.15 µM. IANBD-labeled cardiac RTF, Ca2+ fluorescence. 340,000 compounds, 0.12% hits. P19429+P45379;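 active = inhibition above the mean inhibition of all tested compounds plus 3 SD, cut at about 17% in these data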;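 also: assay run at fixed EC70 calcium of 1.6 mM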
# CAL-PDZ inh HTS: CAL PDZ (human) peptide binding inhibition. inhibition, % at 24.9 µM. 300,000 compounds, 0.92% hits. purified CAL PDZ, TMR-peptide fluorescence polarization, 1 h. Q9HD26;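 active = mean inhibition of at least 30% with at least half of replicates also reaching 30%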;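 also: 0% = DMSO neutral control and 100% = excess unlabeled competitor peptide PRC23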
# MOR-DOR ag: OPRM1-OPRD1 heterodimerization agonism. P35372+P41143. cells, luminescence. activation, % at 9.3 µM. 340,000 compounds, 0.3% hits; in the data active = activation above about 18%;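 also: 0% = vehicle-treated cells and 100% = reference agonist; values of inactives mirror those of a sister screen read the other way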
# Target sequence (P35372 whole entry, looked up): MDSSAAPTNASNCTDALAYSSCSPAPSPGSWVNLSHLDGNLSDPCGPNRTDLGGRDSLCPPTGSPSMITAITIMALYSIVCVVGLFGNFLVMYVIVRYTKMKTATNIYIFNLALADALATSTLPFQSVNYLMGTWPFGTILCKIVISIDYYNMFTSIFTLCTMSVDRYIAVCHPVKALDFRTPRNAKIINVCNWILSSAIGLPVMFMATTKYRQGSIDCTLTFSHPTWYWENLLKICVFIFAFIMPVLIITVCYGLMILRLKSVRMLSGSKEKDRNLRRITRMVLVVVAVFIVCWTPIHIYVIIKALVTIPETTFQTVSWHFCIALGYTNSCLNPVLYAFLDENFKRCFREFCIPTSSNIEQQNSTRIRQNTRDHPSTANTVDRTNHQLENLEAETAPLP
# Target sequence (P41143 whole entry, looked up): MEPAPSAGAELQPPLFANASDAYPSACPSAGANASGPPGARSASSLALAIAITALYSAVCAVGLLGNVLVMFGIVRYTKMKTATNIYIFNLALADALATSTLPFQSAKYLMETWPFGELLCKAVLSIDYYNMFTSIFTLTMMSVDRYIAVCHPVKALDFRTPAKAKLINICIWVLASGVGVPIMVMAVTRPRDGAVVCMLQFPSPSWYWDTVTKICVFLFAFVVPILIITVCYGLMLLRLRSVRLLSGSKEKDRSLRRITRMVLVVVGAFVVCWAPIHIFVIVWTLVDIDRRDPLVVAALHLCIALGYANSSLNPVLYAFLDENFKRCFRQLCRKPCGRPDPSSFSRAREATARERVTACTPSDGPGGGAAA
# cardiac RTF act: increases calcium sensitivity of human cardiac regulated thin filaments | P19429+P45379 | IANBD-labeled TnC RTF fluorescence at EC20 calcium; 0% EC20 calcium, 100% full calcium | activation, % at 7.2 µM | 340,000 compounds, 0.24% hits | AID 493008;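 active = activation above the mean over all tested compounds plus 3 SD, cut at about 30% in these data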;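 also: rise in fluorescence read as greater calcium sensitivity of cardiac thin filaments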
# Keap1 Nrf2 FP: disrupts human Keap1 binding to Nrf2 peptide. Keap1 Kelch-Nrf2 peptide fluorescence polarization, 1536-well. Q14145. inhibition, % at 9.4 µM. 340,000 compounds, 0.15% hits; in the data active = inhibition above about 12%;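 also: human Keap1 Kelch domain with fluorescein labeled Nrf2 9mer peptide probe; 0% = neutral control wells and 100% = peptide positive control; higher means more block of Keap1 binding to Nrf2 peptide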
# LANA DNA inh: blocks KSHV LANA C-terminal domain binding to DNA; inhibition, % at 9 µM; MBP-C-LANA/FAM-LBS DNA binding, fluorescence polarization; 340,000 compounds, 0.078% hits;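 active = highest replicate inhibition at or above 60% at 9 µM, even if other replicates fall short; inactive = all replicates below 60% inhibition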;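 also: 0% = neutral control wells and 100% = 4 µM acridine orange control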
# MOR-DOR inv ag: mu-delta opioid heterodimer inverse agonism | inhibition, % at 9.3 µM | cell-based MOR-DOR heterodimer luminescence | 340,000 compounds, 0.21% hits | P35372+P41143 | AID 504357; in the data active = inhibition above about 22%, passing the limit was not always enough;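 also: 0% = cells with DMSO and 100% = wells without cells with DMSO; values of inactives mirror those of a sister screen read the other way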
# Active calls of the source: *; · = no result given.
SMILES,V-ATPase pH,HTR5A inv ag,HTR5A ag ctr,RTF Ca sens inh,CAL-PDZ inh HTS,MOR-DOR ag,cardiac RTF act,Keap1 Nrf2 FP,LANA DNA inh,MOR-DOR inv ag
Cc1ccccc1OCC(O)CN(CCO)Cc1ccccc1 (configuration not stated),0,4,-1,1,-2,-1.9,-5,-3,-1.5,8
COc1ccc(/C=C(\NC(=O)c2ccco2)C(=O)NCc2ccco2)cc1,-7,-21,1,-1,·,0.5,-5,-1,4.8,-4
O=C(Cn1c(=O)n(Cc2ccco2)c(=O)c2c3c(sc21)CCCCC3)c1ccccc1,-6,18,7,1,-3,-0.6,-9,1,0.7,3
O=C(Nc1cc(Cl)ccc1F)c1ccc(-n2cncn2)c([N+](=O)[O-])c1,-5,7,-3,2,-3,1.5,-1,4,1.7,-9
CCN1CCN(c2ccc(S(=O)(=O)N3CCOCC3)cc2NC(=O)C(C)Oc2ccc(Cl)cc2)CC1 (configuration not stated),-2,-19,7,1,·,0.5,-16,-2,1.5,-3
COc1ccc(C)cc1NC(=O)C1CC(=O)N(Cc2ccco2)C1 (configuration not stated),-2,21,1,-10,0,-1.1,0,1,0.1,6
O=C(Nc1ccccc1)Oc1cccc2cccnc12,-4,-9,2,-3,-4,0.3,11,1,1.5,-2
CCN1CCc2c(OCC(=O)N3N=C(c4cccs4)CC3c3ccc(F)cc3)cccc2C1=O (configuration not stated),-1,-14,2,11,-3,-2.3,9,-5,1.4,12
Cc1ccc(C)c(OCC(=O)NCC(c2ccco2)N2CCCCC2)c1 (configuration not stated),-1,0,0,10,-1,3.8,-11,·,·,-20
COc1cccc(N2CC34C=CC(O3)C(C(=O)O)C4C2=O)c1 (configuration not stated),1,-15,4,2,-5,-2.1,1,0,3.4,12
CS(=O)(=O)N(CC(=O)N1CCC(C(N)=O)CC1)C1CCCCC1,2,0,0,4,-7,-2.3,-7,2,-1.4,14
COc1ccc(C2OC(=O)Cc3cc(OC)c(OC)cc32)cc1 (configuration not stated),5,14,0,-13,-1,-0.4,0,-3,0.1,2

# Part of the list above, with values under each structure.
# Sequence of screens – V-ATPase pH	HTR5A inv ag	HTR5A ag ctr	RTF Ca sens inh	CAL-PDZ inh HTS	MOR-DOR ag	cardiac RTF act	Keap1 Nrf2 FP	LANA DNA inh	MOR-DOR inv ag
Cc1ccccc1OCC(O)CN(CCO)Cc1ccccc1 (configuration not stated)
→ 0	4	-1	1	-2	-1.9	-5	-3	-1.5	8
COc1ccc(/C=C(\NC(=O)c2ccco2)C(=O)NCc2ccco2)cc1
→ -7	-21	1	-1	·	0.5	-5	-1	4.8	-4
O=C(Cn1c(=O)n(Cc2ccco2)c(=O)c2c3c(sc21)CCCCC3)c1ccccc1
→ -6	18	7	1	-3	-0.6	-9	1	0.7	3

# The results go on:
SMILES,V-ATPase pH,HTR5A inv ag,HTR5A ag ctr,RTF Ca sens inh,CAL-PDZ inh HTS,MOR-DOR ag,cardiac RTF act,Keap1 Nrf2 FP,LANA DNA inh,MOR-DOR inv ag
CCc1ccccc1NC(=O)N[C@H](C(=O)O)C(C)C,4,-10,4,15,-3,-2.9,0,-2,-1.9,16
Cc1c(OC(C)C(=O)NCCCN2CCCC2=O)ccc2c3c(c(=O)oc12)CCCC3 (configuration not stated),0,-12,0,-6,-1,-1.5,1,-3,-1.7,7
CCC1(CC)Cc2ccccc2-c2[nH]c(=S)[nH]c(=O)c21,2,-1,5,-4,3,-0.5,-5,-2,-0.9,2
O=C(CCc1nnc(CCCCc2ccccc2)o1)NCCc1cccnc1,-1,-4,2,-3,0,-2.6,6,-4,0.7,13
COc1ccc(-c2nc(N3CCOCC3)nc3n[nH]c(N)c23)cc1,0,12,-4,4,0,0.8,-2,-5,0.8,-5
c1ccc(NCn2cncn2)nc1,0,7,-2,-20,-3,-2.5,-5,-1,-1.4,13
CCCc1nnc(SCC(=O)Nc2nccs2)o1,4,7,-2,-8,-4,-1.5,3,-10,2.6,8
CN(N)c1nc2ccccc2nc1C(F)(F)F,-2,·,·,·,4,·,·,0,0.0,·
Cn1c(=O)c2c(ncn2CC(=O)Nc2nnc(Cc3ccccc3)s2)n(C)c1=O,2,·,·,4,1,·,0,4,-0.9,·
Cc1cccc(C(=O)Oc2ccccc2-c2nnco2)c1,-3,-10,4,8,-5,0.5,1,-2,-1.9,-3
Fc1ccc(NC(=S)NC23CN4CN(CN(C4)C2)C3)cc1,5,14,2,-23,1,-3.0,1,-2,-0.4,15
C=C(C)CSc1nc2sc3c(c2c(=O)n1-c1ccc(C)cc1)CCN(C)C3,2,-6,2,-7,-3,-4.3,5,-5,0.3,21
Cc1sc(NC(=O)CSc2nnc(COc3ccccc3)n2C)c(C#N)c1C,2,-9,3,-4,-2,13,-5,-3,-0.5,-82
COCCCNC(=O)C(CC(N)=O)NC(=O)OCc1ccccc1 (configuration not stated),-3,-4,1,-20,4,-2.7,3,-3,0.3,14
Cn1c(-c2csc(-c3cccc(C(F)(F)F)c3)n2)n[nH]c1=S,-4,-7,3,-2,-6,1.9,1,6,4.0,-9
COc1ccc2c(c1)N(C(=O)CSc1n[nH]c(C)n1)C(C)(C)C=C2C,2,-8,3,-1,0,-1.2,-4,2,-1.6,7
CC(Cc1ccccc1)C(=O)Nc1ccc(Br)cc1 (configuration not stated),-1,14,-1,5,-1,5.5,2,1,0.9,-27
O=C(Cn1cc(C(F)(F)F)cc(Cl)c1=O)Nc1cccc(Cl)c1,1,5,-2,-1,-2,2.4,4,-9,0.6,-13
CN(C)S(=O)(=O)c1cccc(NC(=O)c2c[nH]c3ccccc23)c1,-2,-20,3,-11,-5,-0.3,2,2,-0.9,2
Cc1ccc(C(=O)N2CCCC(C(F)(F)F)C2)cc1S(=O)(=O)N1CCCCC1 (configuration not stated),-2,6,-6,-1,0,-1.4,2,8,1.2,9
CCOc1ccc(S(=O)(=O)Nc2ccc(C(=O)NN)cc2)cc1,1,-12,4,4,-7,0.3,7,-2,-1.0,-2
Cc1c(OC(C)C(=O)O)ccc2c3c(c(=O)oc12)CCCC3 (configuration not stated),0,-9,2,0,-3,-3.4,1,-1,-0.9,15
O=[N+]([O-])c1cccc(S(=O)(=O)Nc2ccc(Cc3ccncc3)cc2)c1,5,-15,5,-5,0,2.1,-2,-5,0.3,-11
Cc1c(CC(=O)O)c(=O)oc2c(C)c(OCc3ccc(F)cc3F)ccc12,5,-2,1,-1,-4,-3.2,5,-2,0.3,14
CCCS(=O)(=O)N1CCCC(C(=O)NCCN2CCCCC2C)C1 (configuration not stated),-4,-16,6,-11,-4,-0.3,-1,3,4.2,2
CCCCN(C(=O)CCn1c(=O)oc2ccccc21)c1ccccc1,-1,1,3,1,-5,-2.7,1,4,0.9,14
O=C(COc1cccnc1[N+](=O)[O-])Nc1ccc(Cl)c(S(=O)(=O)N2CCOCC2)c1,2,-3,1,10,-5,0.6,-1,2,0.4,-3
O=C(N/N=C\c1ccccc1)c1sccc1-n1cccc1,2,-9,-6,-5,-1,-3.2,6,-5,1.0,15
CCN(CC(=O)NNC(=O)c1ccccc1)Cc1ccc(OC)c(F)c1,0,2,-1,-4,-2,-0.2,3,-2,-1.6,1
O=C(CSc1ccc(-c2ccccn2)nn1)N1CCc2ccccc21,-1,9,-3,7,-3,-0.2,-5,3,1.3,1
Cc1ccc(S(=O)(=O)Nc2ccc(S(=O)(=O)Nc3ncccn3)cc2)cc1,-3,5,-2,-7,-2,4.5,-7,-4,-0.4,-26
Cc1ccccc1C(=O)N/N=C/c1ccccn1,-3,-11,5,4,-2,-1.7,2,6,-0.2,9
O=C(NCc1ccco1)C(c1ccco1)N(C(=O)Cn1nnc2ccccc21)c1ccc2c(c1)CCC2 (configuration not stated),-1,-11,4,-2,2,-4.1,0,-3,0.5,17
O=C(Nc1ccc(Cn2cccn2)cc1)c1ccc(COc2cccc(Br)c2)cc1,2,-11,1,4,-5,1.3,1,0,-1.0,-8
O=C(Nc1ccc(N2CCOCC2)c(Cl)c1)c1cccc(-n2cnnc2)c1,-1,-15,3,0,-4,-2.5,-4,0,0.5,17
CC1CN(C(=O)CCC(=O)NCCCN2CCN(Cc3ccccc3)CC2)c2cc(Cl)ccc2O1 (configuration not stated),3,7,3,-14,·,-1.7,0,-2,0.8,9
Cc1ccc(OCCn2c(CCNC(=O)C(C)C)nc3ccccc32)cc1,4,-55,20*,-10,-5,-2.5,1,-3,0.4,13
CCOc1ccc(CCNC(=O)COC(=O)COc2ccc(C(C)=O)cc2)cc1OCC,0,9,14,-10,-3,0.8,-2,3,-0.8,-5
CN(c1ccccc1)S(=O)(=O)c1ccc(C(=O)N2CCCC(C(F)(F)F)C2)cc1 (configuration not stated),-2,4,5,-1,1,-2.0,-4,1,-0.1,6
Cc1cc(C)cc(N(CC(=O)N/N=C/c2ccncc2)S(=O)(=O)c2ccccc2)c1,0,4,-1,-6,-2,0.6,9,-6,0.0,-3
COc1ccc(CNC(=O)CN(c2ccc(C(C)C)cc2)S(=O)(=O)c2c(C)noc2C)cc1,-5,11,-3,-9,-1,-0.9,1,2,-0.9,4
CCN(CC)CC(O)COc1ccc2c(c1)c(C(C)=O)c(C)n2-c1ccccc1 (configuration not stated),3,-20,3,-3,-4,-0.8,2,1,0.1,4
CC(NC(=O)c1ccc(S(=O)(=O)Nc2ccccc2)cc1)c1ccc(S(N)(=O)=O)cc1 (configuration not stated),-1,2,-1,-7,-3,-2.6,7,-1,-0.8,11
CCn1ncc([N+](=O)[O-])c1C(=O)n1nc(C)cc1C,1,-31,4,0,-4,-1.7,4,-3,-1.0,9
CC(C)[C@H](Nc1ccc(S(=O)(=O)N2CCOCC2)cc1[N+](=O)[O-])C(=O)OCC(N)=O,0,-4,6,-4,-7,-2.1,2,4,2.2,11
Cc1cc(C)c(C)c(S(=O)(=O)N2CCC(C(=O)NCCCN3CCCC3=O)CC2)c1C,-7,-18,7,-6,1,2.4,4,-10,0.0,-10
O=C1CSC(c2cccc(F)c2)N1c1ccccc1F (configuration not stated),0,11,-1,-2,3,-0.5,-3,1,0.5,3
CN(C(=O)COc1ccc(Cl)cc1)C1(C)CCS(=O)(=O)C1 (configuration not stated),-2,6,4,5,-3,-3.0,5,-2,-0.5,14
COc1ccc(CCn2c(N)c(S(=O)(=O)c3cccs3)c3nc4ccccc4nc32)cc1OC,-3,5,2,-1,-4,-0.3,2,-2,2.2,2
CC(C)OC(=O)c1ccc(COC(=O)c2cnccn2)cc1,0,-5,2,-3,-2,-2.7,3,7,1.0,14
CCOC(=O)c1cc(NC(=O)CNCC(c2ccccc2)N(C)C)cc(C(=O)OCC)c1 (configuration not stated),-1,14,-4,-3,-9,-3.4,7,-4,-0.5,15
COc1ccc(CNC(=O)CCN2C(=S)NC(C)(C)CC2C)cc1 (configuration not stated),-3,2,-1,4,65*,-2.5,2,0,-1.9,12
COc1ccc(OC)c2c(C)cc(N3CCN(C(=O)c4ccc(Cl)cc4)CC3)nc12,-2,-26,-2,-4,2,0.4,-1,-5,-0.5,-2
CCCC(=Nc1ccccc1)C1=C(O)C(C(=O)OC)C(C)(C)CC1=O (configuration not stated),-1,3,2,-4,-1,-1.0,-6,-6,1.4,6
CCOC(=O)c1nnsc1C(OC)Oc1ccccc1 (configuration not stated),1,1,0,4,-3,-0.8,10,-1,1.2,4
